CAL PDZ FP-1: inhibitors of human CAL PDZ peptide binding; Q9HD26; purified CAL PDZ, TMR-peptide fluorescence polarization, 1 h; inhibition, % at 24.9 µM; 0.92% of 300,000 active; AID 602252;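 active = mean inhibition of at least 30% with at least half of replicates also reaching 30%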;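 note: 0% = DMSO neutral control and 100% = excess unlabeled competitor peptide PRC23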
NSD2 HMT inh: inhibitors of human histone methyltransferase NSD2. inhibition, % at 12.5 µM. AID 743445. NSD2 peptide methylation, AlphaScreen, 120 min. 0.54% of 310,000 active. O96028; in the data active = inhibition above about 50%
C-LANA FP: KSHV C-LANA DNA binding inhibition; MBP-C-LANA/FAM-LBS DNA binding, fluorescence polarization; inhibition, % at 9 µM; 0.078% of 340,000 active; AID 504423;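 active = highest replicate inhibition at or above 60% at 9 µM, even if other replicates fall short; inactive = all replicates below 60% inhibition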;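 note: 0% = neutral control wells and 100% = 4 µM acridine orange control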
V-ATPase pH: alters yeast V-ATPase proton transport | S. cerevisiae, pHLuorin cytosolic pH fluorescence | response, % at 10 µM | 0.37% of 350,000 active | AID 504577; in the data active = response mostly above about 7.3%, no sharp cut-off; inactive = mostly below about 5.4%; note: actives read high; inactives centre near 0; some compounds called inactive have numbers as strong as hits; reference of the scale not given here
Keap1 Nrf2 FP: Keap1-Nrf2 (human) interaction inhibition; Q14145; Keap1 Kelch-Nrf2 peptide fluorescence polarization, 1536-well; 0.15% of 340,000 active; AID 504523; inhibition, % at 9.4 µM; in the data active = inhibition above about 12%;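 note: human Keap1 Kelch domain with fluorescein labeled Nrf2 9mer peptide probe; 0% = neutral control wells and 100% = peptide positive control; higher means more block of Keap1 binding to Nrf2 peptide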
Arr AP2 block: blocks beta-arrestin peptide binding to AP2 adaptin; FITC-arrestin peptide / GST-AP2 beads, flow cytometry; AP2 beta2 appendage carries R879A mutation; inhibition, % at 10 µM; 0.31% of 340,000 active; AID 504490;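 active = inhibition above a set limit, near 3 SD of compounds lacking own fluorescence, cut at about 54% in these data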;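 note: plate controls were DMSO wells for no effect and 5 µM unlabelled arrestin peptide for full effect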
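Test system: GST-tagged AP2 beta2-adaptin appendage (R879A) on 4 µm glutathione beads; also added: fluorescein-tagged arrestin peptide at 50 nM final; timing: 12 min plus 1 h, RT; signal: flow cytometry, FL1 (488/535 nm); read-out: percent drop in bead-associated FITC signal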
DAGLB inh: diacylglycerol lipase beta (human) inhibition. inhibition, % at 5.17 µM. 0.059% of 340,000 active. Q8NCG7. HEK293T DAGLB membrane lysate, EnzChek fluorogenic substrate; in the data active = inhibition above about 34%;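 note: 0% = enzyme with vehicle and 100% = wells lacking enzyme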
DSG3 Ab inh: human desmoglein-3 autoantibody binding inhibition; P32926; DSG3-coupled beads, scFv-anti-DSG3-GFP binding, flow cytometry; hits give low values; binding (percent of control), % at 10 µM; 0.48% of 310,000 active; AID 588358;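 active = binding more than 3 SD below its plate's average and above zero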;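 note: hits lower antibody fragment binding to DSG3; some compounds called inactive have numbers as strong as hits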
Cardiac RTF inh: cardiac RTF calcium desensitization | P19429+P45379 | 0.12% of 340,000 active | IANBD-labeled cardiac RTF, Ca2+ fluorescence | inhibition, % at 7.15 µM;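 active = inhibition above the mean inhibition of all tested compounds plus 3 SD, cut at about 17% in these data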;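 note: assay run at fixed EC70 calcium of 1.6 mM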
CAL PDZ FP-2: blocks peptide binding to human CAL PDZ domain; Q9HD26; purified CAL PDZ, TMR-peptide fluorescence polarization, 1 h; inhibition, % at 20 µM; 0.02% of 330,000 active; AID 504414;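 active = highest replicate inhibition of at least 40%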;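 note: plate controls were DMSO neutral control wells for no effect and unlabeled competitor peptide control wells for full effect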
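System: tagged CAL PDZ domain. Schedule: 1 h room-temperature incubation prior to read. Signal: fluorescence polarization (mP). Measure: percent inhibition from loss of millipolarization.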
Active calls of the source: *; . = not tested or not shown. Not all compounds are listed, so the mix of outcomes need not match the whole.

SMILES	CAL PDZ FP-1	NSD2 HMT inh	C-LANA FP	V-ATPase pH	Keap1 Nrf2 FP	Arr AP2 block	DAGLB inh	DSG3 Ab inh	Cardiac RTF inh	CAL PDZ FP-2
COc1cc(C2NC(=O)NC(C)=C2C(=O)OC(C)(C)C)ccc1OCC(N)=O (stereo not given)	.	43	-0.8	-2	-1	7	-1	97	-5	-1.8
O=C(O)c1cc([N+](=O)[O-])ccc1NCCc1ccccc1	-1	17	1.2	-1	0	18	7	109	-3	-1.8
Cc1noc(C)c1S(=O)(=O)NC1CCCc2ccccc21 (stereo not given)	-6	8	0.8	-3	-2	-3	2	100	-6	-4.0
CCCCOc1ccc(S(=O)(=O)NC(=O)NCc2ccc(OCCC)cc2)cc1	-2	1	-0.9	4	-4	-7	1	102	0	-1.9
C/C(=N\Nc1ccccc1)c1cc2ccccc2oc1=O	1	0	1.9	3	-5	4	-2	105	-9	0.1
O=C(Cc1ccccc1)NCC(=O)OCC(=O)c1ccccc1Cl	-7	-4	0.7	0	0	-24	3	99	5	-2.3
COc1ccc(S(=O)(=O)N2CCC3(CC2)OCCN3S(=O)(=O)c2ccccc2)cc1OC	-4	-1	0.9	0	-3	0	0	103	-46	-1.1
CNc1nc(N)c([N+](=O)[O-])c(NC2CCCCC2)n1	-1	-2	2.5	1	-4	-8	1	97	0	0.1
CC(C)(C)CC(=O)Nc1cc2c3c(c1)CC(=O)N3CCC2	2	-3	1.8	-2	-5	-6	0	101	-2	-1.9
Cc1nc(N2CCN(Cc3ccccc3)CC2)nc2c1CCC2	-1	-1	-1.0	3	-2	-4	-12	92	-1	-3.0
CCN(CC)S(=O)(=O)c1ccc(C(=O)NC2=C(C(=O)OC)SCC2)cc1	.	5	-0.7	.	-3	1	-4	104	-2	-4.7
COc1ccc(C(=O)c2c[nH]c(C(=O)NCCCn3ccnc3)c2)cc1	0	.	-1.1	3	-6	2	0	116	-6	0.3
Cc1ccc(-c2noc(CCC(=O)NCc3ccco3)n2)cc1	.	-2	1.9	2	-2	-9	-1	102	-5	-2.2
COc1cccc(COC(=O)C2CCN(C(=O)c3ccccc3C)CC2)c1OC	.	-1	0.3	3	-4	4	-3	105	1	-1.5
O=C(CN1C(=O)CSC1=O)Nc1ccc(C(=O)O)cc1	-2	0	1.6	1	0	-13	-4	102	-3	-1.0
COc1ccc(COn2nnc3ccc(S(=O)(=O)N4CCOCC4)cc32)cc1F	1	-4	-0.6	2	-6	7	2	107	-10	-2.8
CCCCn1c(N)c(Sc2ccc([N+](=O)[O-])cc2)c(=O)[nH]c1=O	2	-3	-0.2	-3	1	20	-3	.	-12	-1.2
O=C1C=C(c2ccoc2)N2CCC[C@H]2C1	4	.	3.6	-3	9	-3	-1	101	-11	-0.6
Cn1nc(C(=O)NNC(=O)c2ccccc2Br)c2ccccc2c1=O	-1	1	0.1	9.5*	-2	38	-1	99	-5	-2.9
CS(=O)(=O)N1N=C(c2cccs2)CC1c1ccccc1F (stereo not given)	-2	1	-0.5	-3	-4	22	-2	99	0	-0.4
COc1ccc(N(CC(=O)Nc2cc(OC)ccc2OC)S(=O)(=O)c2c(C)noc2C)cc1	-1	0	0.0	-2	-7	-3	1	101	-7	-2.6
N=c1n(CCO)c2ccccc2n1CCN1CCCCC1	-3	0	0.1	1	-1	11	2	103	4	-1.3
Cc1ccc(NC(=O)COc2ccccc2C(=O)NCCc2ccccc2)cc1	72*	-1	0.8	-1	2	5	-7	111	1	3.4
CN(C)C(=O)CSc1nnc(-c2ccc(F)cc2)c2ccccc12	-5	-1	0.7	-1	-6	-1	0	88	-5	-3.0
O=C1NCCN(CC2CCN(CCC3CCCC3)CC2)C1=O	-11	.	2.1	1	-3	32	-1	110	-4	1.1
O=C(NCc1ccco1)/C(=C/c1ccc(Br)cc1)NC(=O)c1ccco1	-3	-5	-0.9	0	1	9	2	.	-16	-1.3
Cc1cccc(C(=O)OC2CCOC2=O)c1C (stereo not given)	-1	1	-0.8	6	-4	3	-4	110	5	-0.8
COc1ccccc1Nc1ncccc1C(=O)NCc1ccccc1	6	-2	-2.4	-4	-6	-15	-3	100	-2	-0.1
CCN(CC)c1ccc(/C=N/NC(=O)c2cccc(S(=O)(=O)N3CCOCC3)c2)cc1	2	-3	-1.2	3	-2	9	4	96	-2	-0.7
CC(C)=Cc1c(O)nc2ccccn2c1=O	-1	-1	-0.4	2	1	4	-1	98	-8	0.3
C=CCC(C)(NCc1ccccc1)c1ccco1 (stereo not given)	-1	-6	-0.3	0	-2	3	1	102	-6	-0.7
CC(=O)c1ccc(N2CCN(S(=O)(=O)c3cn(C)cn3)CC2)cc1	-2	6	-0.6	0	-8	7	-2	110	-5	-2.3
COc1ccccc1NS(=O)(=O)c1cc(NC(=S)Nc2cc(C)cc(C)c2)ccc1Cl	-2	-1	0.3	3	-2	8	2	103	5	-0.9
CN(C(=O)c1ccccc1Br)C1CCS(=O)(=O)C1 (stereo not given)	-4	0	-0.6	3	2	12	1	96	-9	-1.9
CC(=O)NC1(C(F)(F)F)C(=O)Nc2c1c(=O)[nH]c(=O)n2Cc1ccco1 (stereo not given)	10	-3	-0.1	-1	1	13	-2	106	-4	-0.6
CC1(C)C/C(=N/Nc2ccc([N+](=O)[O-])cc2[N+](=O)[O-])C(C)(C)O1	-5	4	-3.0	2	-4	-4	-2	112	-9	-0.6
CC1(C)CC(=O)C=C(N2CCNCC2)C1	22	-7	-0.5	-5	-1	15	-1	95	-10	-0.4
CC(=O)NCCCC(=O)NN1C(=S)N(Cc2ccccc2)C(=O)C1CC(=O)Nc1cccc(C)c1 (stereo not given)	3	4	0.8	4	6	14	-1	111	-11	-1.0
Fc1ccc2nc(Nc3nc4c(F)cccc4s3)sc2c1	-3	-1	-1.4	9	2	23	-1	.	-5	-2.0
CCC1=C2CC[C@H]3C(=O)N(CC(=O)OC)C(=O)[C@H]3[C@H]2[C@@]2(C)C(=NCC(=O)OC)OC(=O)N2C1=O	-1	.	0.6	-1	-5	0	2	104	-3	1.1
CCn1c(=N)n(CC(O)COc2cccc(C)c2)c2ccccc21 (stereo not given)	-3	1	1.1	-3	3	3	-1	.	-4	18
COc1cccc(C(=O)NNC(=O)C(=O)N2CCCCC2)c1	-6	-3	0.6	-1	-4	-8	1	100	-4	-0.3
Cc1ccc(C(=O)C2CCOC(C)(C)C2)cc1 (stereo not given)	2	2	-1.9	12*	-2	3	4	101	-27	-2.3
O=C(Nc1ccccc1)c1ccc(-c2ccccc2C(F)(F)F)o1	-6	.	1.1	2	-4	6	-9	106	3	-0.8
Cc1cc(NC(=O)C(C)C)ncc1NC(=O)c1cccc(F)c1	.	0	0.9	-3	-6	1	2	98	0	-0.2

Reprinted from the part before: 5 entries; new compounds follow.
SMILES	CAL PDZ FP-1	NSD2 HMT inh	C-LANA FP	V-ATPase pH	Keap1 Nrf2 FP	Arr AP2 block	DAGLB inh	DSG3 Ab inh	Cardiac RTF inh	CAL PDZ FP-2
CCn1c(=N)n(CC(O)COc2cccc(C)c2)c2ccccc21 (stereo not given)	-3	1	1.1	-3	3	3	-1	.	-4	18
COc1cccc(C(=O)NNC(=O)C(=O)N2CCCCC2)c1	-6	-3	0.6	-1	-4	-8	1	100	-4	-0.3
Cc1ccc(C(=O)C2CCOC(C)(C)C2)cc1 (stereo not given)	2	2	-1.9	12*	-2	3	4	101	-27	-2.3
O=C(Nc1ccccc1)c1ccc(-c2ccccc2C(F)(F)F)o1	-6	.	1.1	2	-4	6	-9	106	3	-0.8
Cc1cc(NC(=O)C(C)C)ncc1NC(=O)c1cccc(F)c1	.	0	0.9	-3	-6	1	2	98	0	-0.2
CCN(CC(=O)NCc1ccc(F)cc1)CC(O)COCc1cccc(OC)c1 (stereo not given)	-4	0	2.8	-1	-4	4	2	.	-8	-0.8
COC(=O)c1ccc(C2/C(=C(/O)c3ccc4c(c3)CC(C)O4)C(=O)C(=O)N2Cc2ccncc2)cc1 (stereo not given)	-3	1	0.4	4	-4	2	0	.	0	-1.9
COc1ccc(-c2nc(CSCC(=O)NC3CCN(Cc4ccccc4)CC3)c(C)o2)cc1OC	-7	6	-0.5	-1	2	9	-2	109	-4	-2.4
COc1cccc(-n2nnc3c(=O)n(Cc4ccc(F)cc4)cnc32)c1	-9	-3	0.5	3	-4	-2	-3	96	-2	-4.8
CCN(CC1CCCN(CCc2cccc(F)c2)C1)C(=O)c1cc(C)oc1C (stereo not given)	2	7	1.1	0	-8	-8	0	91	2	-0.6
O=c1c2c(ncn1Cc1ccccc1)nc1n2CCC1	2	1	-0.9	2	-3	0	2	110	8	-2.0
Cc1ccc(-c2cc(=O)c3ccc(Cl)cc3[nH]2)cc1	-6	.	0.5	-3	0	4	0	94	-6	-1.0
CC(C)C1Cc2c(sc3c2c(=O)n(Cc2ccccc2)c2nncn32)CO1 (stereo not given)	-1	0	-1.5	-2	-2	-1	2	98	-7	-2.0
Nc1nc(SCc2c(F)cccc2Cl)[nH]c(=O)c1-c1ccccc1	-3	-2	0.8	-5	1	37	1	98	-1	0.5
COc1cc(/C=C2\SC(=S)N(NC(=O)c3ccc(O)cc3)C2=O)ccc1O	-31	21	-11	8	-13	22	2	83	-19	-5.0
Cc1nn(-c2ccccc2)c(N2CCCC2)c1/C=N/NC(=O)c1cc(-c2cccs2)nc2ccccc12	-3	-1	-0.2	8	3	20	0	74	6	0.4
CCc1ccccc1N(C(=O)CCC(=O)Nc1cc(C)on1)C(C(=O)NC1CCCC1)c1ccco1 (stereo not given)	-5	.	0.0	2	1	2	19	106	-8	-2.7
CCOC(=O)N1CCC(NC(=O)c2cc(C(=O)Nc3ccc(OCC)cc3)ccc2CO)CC1	.	-4	0.9	0	-4	-9	-2	95	-12	-1.0
O=C(Nc1ccccc1F)c1ccc2snnc2c1	-5	10	0.0	2	-3	18	1	95	-13	-1.1
CCOC(=O)C1CCN(Cc2ccccc2C)CC1	-3	-3	0.1	3	-1	-7	1	100	6	-1.9
CCOC(=O)C(NC(=O)Nc1ccc(F)cc1)(OCC)C(F)(F)F (stereo not given)	3	-2	1.8	-3	4	-8	1	.	-5	0.2
COC(=O)CN(n1cnnc1)S(=O)(=O)c1ccccc1Cl	3	-2	-1.5	2	-1	-3	0	105	12	.
CCN(C(=O)c1ccc(Cl)cc1[N+](=O)[O-])c1ccccc1C	6	37	0.6	-1	-2	5	-2	107	-2	-0.5
CCc1sc(C(=O)Nc2ccccc2N2CCOCC2)cc1C	.	-1	-1.2	3	0	2	-9	103	5	-0.3
O=C(CSc1nnc(SCC(=O)c2ccco2)s1)c1ccco1	-2	3	5.5	1	5	3	-1	.	-9	.
